Screens deposited in PubChem BioAssay by several laboratories.
NR2E3 ag-1: agonists of human nuclear receptor NR2E3 | GST-NR2E3/biotin-RetCOR TR-FRET, 1536-well | inhibition of corepressor binding, % at 4.78 µM | hit rate 0.12% among 320,000 | AID 2300;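 active means percent inhibition above the cutoff of mean plus 3 SD of all tested compounds, set per screening campaign, cut at about 20% in these data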;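 further: 0% = DMSO wells and 100% = biotin wells as full block of FRET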
Target sequence (Q9Y5X4 whole entry, looked up): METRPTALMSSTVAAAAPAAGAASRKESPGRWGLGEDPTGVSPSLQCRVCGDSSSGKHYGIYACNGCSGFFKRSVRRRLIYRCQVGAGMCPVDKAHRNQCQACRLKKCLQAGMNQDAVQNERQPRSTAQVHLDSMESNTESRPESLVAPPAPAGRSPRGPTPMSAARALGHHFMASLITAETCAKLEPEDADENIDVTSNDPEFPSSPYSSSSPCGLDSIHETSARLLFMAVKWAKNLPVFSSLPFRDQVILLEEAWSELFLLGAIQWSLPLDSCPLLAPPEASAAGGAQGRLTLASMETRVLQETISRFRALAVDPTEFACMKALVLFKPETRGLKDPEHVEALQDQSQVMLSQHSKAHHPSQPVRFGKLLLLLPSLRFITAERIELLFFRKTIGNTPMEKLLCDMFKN
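system = GST-tagged NR2E3 plus biotinylated RetCOR corepressor | input = 1.35 nM GST-NR2E3 | also added = 7 nM biotin-RetCOR | schedule = 5 h incubation at 4 °C | measured by = TR-FRET with europium anti-GST and streptavidin-D2, 340 nm excitation | read-out = percent loss of FRET ratio relative to control wells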
hiPSC survival: enhancers of human iPSC single-cell survival. hit rate 0.044% among 360,000. survival enhancement, % at 20 µM. hiPSC single-cell survival, ATPlite luminescence; 100% = ROCK inhibitor wells, 0% = DMSO; in the data active means survival enhancement above about 18%;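 further: cells exposed to compounds for 16 hours before the ATP read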
HIF-2a inh: inhibitors of HIF-2a; 786-0 RCC cells HIF-2a reporter, luciferase luminescence, overnight; inhibition, % at 18.8 µM; hit rate 0.72% among 360,000;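 active means inhibition of the luminescence signal of 40% or more relative to plate controls, in a single-dose primary screen at 18.75 µM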
PDI turbidity: inhibitors of human protein disulfide isomerase. P07237. hit rate 0.052% among 350,000. PDI insulin aggregation turbidity, A650, 90 min. inhibition, % at 10 µM;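 active means mean inhibition across replicates of 30% or more, whatever share of single replicates reach that level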;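 further: absorbance from insulin aggregation driven by PDI reduction with DTT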
NR2E3 ag-2: human photoreceptor-specific nuclear receptor agonism | Q9Y5X4 | CHO-S Gal4-NCOR/VP16-NR2E3 two-hybrid, luciferase | inhibition of corepressor binding, % at 3.98 µM | hit rate 0.35% among 360,000 | AID 602229;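 active means inhibition above the mean of all tested compounds plus 3 SD, cut at about 70% in these data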;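 further: 0% = DMSO with NR2E3 transfected cells and 100% = cells lacking NR2E3 construct; higher means lower luciferase signal from less NR2E3 corepressor binding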
m5-HT2A agonist: mouse HTR2A agonism via beta-arrestin recruitment. hit rate 0.66% among 360,000. AID 624169. activation, % at 7.6 µM. CHO-K1 mHTR2A beta-arrestin complementation, luminescence; percent of 30 µM serotonin response;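 active means activation above a run cutoff, the mean activation of all tested compounds plus 3 SD, cut at about 14% in these data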;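 further: 0% = plate median of compound wells and 100% = 30 µM serotonin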
Target sequence (P35363 whole entry, looked up): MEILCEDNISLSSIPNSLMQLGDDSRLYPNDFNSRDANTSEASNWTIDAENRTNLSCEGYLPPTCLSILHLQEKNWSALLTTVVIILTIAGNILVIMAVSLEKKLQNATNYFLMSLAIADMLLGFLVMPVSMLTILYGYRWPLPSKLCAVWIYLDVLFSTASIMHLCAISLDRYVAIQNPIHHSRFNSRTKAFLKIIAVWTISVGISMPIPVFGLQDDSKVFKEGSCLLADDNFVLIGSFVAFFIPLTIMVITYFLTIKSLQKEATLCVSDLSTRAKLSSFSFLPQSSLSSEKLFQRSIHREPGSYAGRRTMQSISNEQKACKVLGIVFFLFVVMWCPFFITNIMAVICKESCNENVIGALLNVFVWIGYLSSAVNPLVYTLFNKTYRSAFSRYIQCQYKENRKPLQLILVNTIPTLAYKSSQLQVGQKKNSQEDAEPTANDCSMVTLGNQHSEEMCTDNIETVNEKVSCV
Shn3 inh set2: reduces Shn3 3'UTR luciferase signal in osteoblasts | Clone20 osteoblast Shn3 3'UTR firefly luciferase, 24 h | inhibition, % at 12.5 µM | hit rate 0.52% among 360,000;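 active means mean inhibition of at least 75% with every replicate also reaching 75%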;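 further: 0% = median of neutral control wells and 100% = pilot-screen positive control compound; some compounds past the cut are filed as inactive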
Peg3 prom inh: inhibitors of Peg3 promoter; AID 588405; HeLa PEG-Prom luciferase reporter, luminescence, overnight; inhibition, % at 20 µM; hit rate 1.7% among 360,000;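 active means inhibition of at least 50% at 20 µM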
MITF TRPM1 inh: MITF TRPM1 promoter inhibition in SK-MEL-5 cells | SK-MEL-5 TRPM1 promoter luciferase, 24 h | inhibition, % at 12.5 µM | hit rate 0.83% among 330,000;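 active means mean inhibition across replicates of 60% or more, whatever share of single replicates reaches that level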; further: values of inactives mirror those of a sister screen read the other way
CaV13 ICDI inh: Disruptors of the CACNA1D IQ motif to Ca2+-dependent inactivation inhibitor domain association, primary screening, Förster resonance energy transfer in intact living …; HEK cells, CFP/YFP FRET ICDI-IQ, plate reader, 10 min; percent FRET-ratio fall versus neutral wells; inhibition, % at 12.3 µM; hit rate 0.098% among 340,000; AID 743397;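 active means mean replicate inhibition of at least 30% and at least 1% of replicates passing that level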;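 further: 0% = median of the neutral control wells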
H9c2 protect: protects H9c2 cardiomyocytes from peroxide injury | H2O2 injury protection, ATPLite, 2 h | protection from H2O2 cell death, % at 20 µM | hit rate 0.63% among 360,000 | AID 588492;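 active means compounds giving at least 50% protection of heart cells from peroxide-induced death in the single-dose screen, raw or plate-pattern-corrected value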;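 further: 0% = DMSO wells with peroxide and 100% = DMSO wells without peroxide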
* hit, by the source's call; x = not tested or not shown.

SMILES	NR2E3 ag-1	hiPSC survival	HIF-2a inh	PDI turbidity	NR2E3 ag-2	m5-HT2A agonist	Shn3 inh set2	Peg3 prom inh	MITF TRPM1 inh	CaV13 ICDI inh	H9c2 protect
COc1cccc(-c2cc(C(=O)N3CCN(Cc4ccc5c(c4)OCO5)CC3)on2)c1	-5	2.6	0	x	4	0	12	9	16	-2	-9
COc1cccc(N2CCN(C(=O)CN(c3ccc(C)cc3)S(=O)(=O)c3c(C)n[nH]c3C)CC2)c1	4	-1.3	13	x	10	3	8	13	x	-7	4
CC(C)NC(=O)N(C)C[C@H]1Oc2ccc(NC(=O)Nc3ccc4c(c3)OCO4)cc2C(=O)N([C@H](C)CO)C[C@@H]1C	x	-2.2	4	-1	-37	-4	-16	-10	-12	-6	7
CN(Cc1nc(-c2cnccn2)no1)Cc1n[nH]c2c1CCCCC2	-2	0.5	3	1	-3	3	x	5	9	-5	4
CN(Cc1cccc(-n2cccn2)c1)Cc1cn(C)nc1-c1ccccc1F	1	-0.2	-10	5	-9	-8	13	-15	2	-3	10
CC(=O)OC(COc1ccc(F)cc1)Cn1cnc2ccccc21 (centres undefined)	-2	-1.3	-35	0	-11	-7	-11	-16	-20	-4	1
O=C(Nc1ncccc1O)c1ccc(Cl)c(S(=O)(=O)N2CCCCCC2)c1	-3	1.2	-32	0	-4	1	-14	-14	-1	-14	-4
c1cc2c3c(cccc3c1)NC1(CCCCCC1)N2	0	-1.5	5	-8	-7	-1	11	-28	29	x	-5
Cc1cc[n+]2n1CC(O)C2 (centres undefined)	0	0.2	14	3	-22	1	-44	9	9	-5	7
Cc1cc(C)cc(NC(=S)N=Nc2c(O)n(C)c3ccc(S(=O)(=O)N4CCOCC4)cc23)c1	-1	-1.3	13	-2	5	2	57	13	17	-6	16
CCOC(=O)C1=C(CC)Nc2ccccc2N=C1NC(=O)Cn1cnc2ccccc2c1=O	1	0.1	16	-9	7	0	-15	5	10	-5	-1
O=C(Nc1ccc(Br)c2ccccc12)c1ccc2ccccc2c1O	38*	-0.5	-142	6	107*	-7	54	-13	2	-19	-20
Cc1cc(-c2nn(-c3ccccc3F)cc2CNCCc2cnc[nH]2)c(C)s1	2	-0.6	13	3	-40	-6	-11	10	-4	1	3
COc1ccc(-c2nc(CS(=O)(=O)CC(=O)NCc3cccc(F)c3)c(C)o2)cc1	-1	0.6	6	x	7	2	9	8	x	-6	-1
Cc1cc(C)cc(Nc2ccc([N+](=O)[O-])nc2[N+](=O)[O-])c1	4	-0.5	4	-2	-10	1	-27	-16	27	-5	-9
O=C(N/N=C1\CCCc2ccccc21)C(O)c1ccccc1 (centres undefined)	3	1.2	8	4	-4	-1	8	10	16	x	-6
CCN(CCCNC(=O)CCCn1c(=O)[nH]c2ccccc2c1=O)c1cccc(C)c1	2	-0.8	12	3	-7	-1	-16	12	3	x	0
CC(=O)N1C(=O)C2(Nc3ccccc3N2)c2ccccc21	4	3.9	10	2	-6	0	-2	9	6	-8	-1
CCOc1ccc(NC(=O)N2CCC(NC(=O)C(Cc3ccccc3OC)NC(C)=O)CC2)cc1 (centres undefined)	4	-0.4	3	1	2	9	4	-2	1	-3	-1
CCN(Cc1ccccc1)C(=O)CCS(=O)(=O)c1ccc2c(c1)oc(=O)n2C	0	-0.4	11	4	4	4	-6	-20	-10	-5	-1
Cc1cnc(C(=O)OCC(=O)NC23CC4CC(CC(C4)C2)C3)cn1	3	-0.6	13	-2	-5	8	-8	-1	3	-7	-1
COc1ccc(Cc2nnc3n2N=C(c2cc4ccccc4o2)CS3)cc1OC	2	7.6	31	-11	-22	-5	12	40	13	-4	0
O=C(Nc1ccc2[nH]ncc2c1)c1ccccc1Cl	0	4.6	-149	-7	-73	-1	-79	-191	-41	-6	-11
Oc1cccc2ccc(Nc3ccccn3)nc12	-3	-1.8	95*	15	-1	-14	79	102*	86*	-5	0

11 of these compounds, set out differently.
Below each compound: NR2E3 ag-1 | hiPSC survival | HIF-2a inh | PDI turbidity | NR2E3 ag-2 | m5-HT2A agonist | Shn3 inh set2 | Peg3 prom inh | MITF TRPM1 inh | CaV13 ICDI inh | H9c2 protect
CCOC(=O)C1=C(CC)Nc2ccccc2N=C1NC(=O)Cn1cnc2ccccc2c1=O
  1 | 0.1 | 16 | -9 | 7 | 0 | -15 | 5 | 10 | -5 | -1
O=C(Nc1ccc(Br)c2ccccc12)c1ccc2ccccc2c1O
  38* | -0.5 | -142 | 6 | 107* | -7 | 54 | -13 | 2 | -19 | -20
Cc1cc(-c2nn(-c3ccccc3F)cc2CNCCc2cnc[nH]2)c(C)s1
  2 | -0.6 | 13 | 3 | -40 | -6 | -11 | 10 | -4 | 1 | 3
COc1ccc(-c2nc(CS(=O)(=O)CC(=O)NCc3cccc(F)c3)c(C)o2)cc1
  -1 | 0.6 | 6 | x | 7 | 2 | 9 | 8 | x | -6 | -1
Cc1cc(C)cc(Nc2ccc([N+](=O)[O-])nc2[N+](=O)[O-])c1
  4 | -0.5 | 4 | -2 | -10 | 1 | -27 | -16 | 27 | -5 | -9
O=C(N/N=C1\CCCc2ccccc21)C(O)c1ccccc1 (centres undefined)
  3 | 1.2 | 8 | 4 | -4 | -1 | 8 | 10 | 16 | x | -6
CCN(CCCNC(=O)CCCn1c(=O)[nH]c2ccccc2c1=O)c1cccc(C)c1
  2 | -0.8 | 12 | 3 | -7 | -1 | -16 | 12 | 3 | x | 0
CC(=O)N1C(=O)C2(Nc3ccccc3N2)c2ccccc21
  4 | 3.9 | 10 | 2 | -6 | 0 | -2 | 9 | 6 | -8 | -1
CCOc1ccc(NC(=O)N2CCC(NC(=O)C(Cc3ccccc3OC)NC(C)=O)CC2)cc1 (centres undefined)
  4 | -0.4 | 3 | 1 | 2 | 9 | 4 | -2 | 1 | -3 | -1
CCN(Cc1ccccc1)C(=O)CCS(=O)(=O)c1ccc2c(c1)oc(=O)n2C
  0 | -0.4 | 11 | 4 | 4 | 4 | -6 | -20 | -10 | -5 | -1
Cc1cnc(C(=O)OCC(=O)NC23CC4CC(CC(C4)C2)C3)cn1
  3 | -0.6 | 13 | -2 | -5 | 8 | -8 | -1 | 3 | -7 | -1

(cont.)
SMILES	NR2E3 ag-1	hiPSC survival	HIF-2a inh	PDI turbidity	NR2E3 ag-2	m5-HT2A agonist	Shn3 inh set2	Peg3 prom inh	MITF TRPM1 inh	CaV13 ICDI inh	H9c2 protect
CCN(CC)c1nc(C)nc2c1sc(=S)n2C	-5	-0.2	16	7	-13	8	7	4	-5	-6	-2
CC[C@]1(c2ccccc2C)ON(c2ccccc2C(F)(F)F)C1=O	1	5.9	12	-5	-1	0	-6	36	10	-6	-7
COc1ccccc1CC(=O)Nc1cc(C)on1	x	-2.9	2	0	-31	-5	20	3	x	-6	7
CC(C)c1ccc(CNC(=O)C(=O)NCC2CCCO2)cc1 (centres undefined)	-4	0.1	-2	-1	-47	5	11	10	-10	-5	4
NC(=O)c1ccc(NC(=O)CSc2nnc(-c3ccncc3)n2Cc2ccco2)cc1	0	-0.1	6	-4	-14	1	3	-10	x	-4	7
Cc1ccc(NC(=O)c2ccc(NCCCN3CCC(C)CC3)c([N+](=O)[O-])c2)cc1F	0	-1.1	27	2	26	-2	2	24	23	-10	-10
COc1ccccc1-n1c(=S)[nH]c2c(sc(=S)n2-c2ccc(C)cc2C)c1=O	0	-0.2	11	-2	-20	1	12	14	14	x	-3
C=CCc1cc(/C=C2/NC(=S)NC2=O)cc(OC)c1O	1	1.5	19	-5	-18	-9	24	3	10	x	4
O=C(CCNS(=O)(=O)c1ccc(OC(F)(F)F)cc1)NCCc1c[nH]c2ccccc12	-1	-2.4	17	-3	7	1	15	15	15	-3	-9
O=C(CN1C(=O)c2ccccc2S1(=O)=O)Nc1ccccc1	2	2.0	-10	-8	0	-1	0	-5	-4	-7	10
CC1=C(C(=O)N(C)C)CC(CC(=O)NCCCN(C)C)C(=O)N1Cc1ccc(F)cc1 (centres undefined)	x	-1.8	-1	x	5	0	1	6	x	-6	0
Cc1cc(C)c(NC(=O)CN2C(=O)NC3(CCCc4ccccc43)C2=O)c(Cl)c1 (centres undefined)	2	-0.3	7	-3	-16	-1	-11	-1	-12	-3	-4
Cc1ccc(Nc2ccc([N+](=O)[O-])ccc2=O)cc1	-2	-0.3	-58	5	0	0	2	-67	-12	-3	8
Cc1ccsc1C1C(C#N)=C(N)OC2=C1C(=O)CC(C)(C)C2 (centres undefined)	1	-0.3	12	-6	-9	-4	6	16	6	2	4
O=C1NC(SCCCF)=N/C1=C/c1ccc(-n2cncn2)cc1	0	-0.8	8	-1	-6	-3	x	18	-2	-2	13
CCOc1ccc(-n2ccnc(SCC(=O)NCCc3ccccc3)c2=O)cc1	-1	-0.4	16	-3	8	4	12	2	-10	-1	-10
Cc1ccc(S(=O)(=O)N2CCN(C(=O)N(c3ccccc3)c3ccccc3)CC2)cc1	1	8.8	1	3	-11	4	29	3	11	-11	-3
O=C1CCC(=O)N1CN(Cc1ccco1)CN1C(=O)CCC1=O	-3	6.8	17	-9	4	1	-11	10	-8	-4	15
CCOC(=O)c1sc(N2C(=O)C(O)=C(C(=O)c3ccc(C)o3)C2c2cccc([N+](=O)[O-])c2)nc1C (centres undefined)	5	-0.3	-21	1	-2	8	13	7	-2	x	1
Cn1c(=O)c2c(O)cc(=O)[nH]c2n(-c2ccccc2)c1=O	1	-1.0	7	-5	-16	3	-3	12	0	x	0
O=C(CCc1nnc(Cc2ccc(-c3ccccc3)cc2)o1)NCCc1ccccn1	0	-0.5	-21	1	5	-1	-7	-3	-8	-1	-6
O=C(NC(NCC1CCCO1)C(Cl)(Cl)Cl)c1cccc2ccccc12 (centres undefined)	0	-2.0	4	-28	-26	-5	22	-45	1	6	-3
Cc1ccn2c(=O)nc(SCC(=O)N3CCCc4ccccc43)nc2c1	-3	-0.3	0	-3	-18	6	1	17	10	-6	10
COc1ccc(OCCNc2c([N+](=O)[O-])c(=O)oc3ccccc23)cc1	3	-2.5	11	-9	8	-6	22	-1	-14	-5	-10
O=C(C1=C[C@H](c2csc3ccccc23)C[C@H](OCCCCO)O1)N1CCOCC1	3	-1.7	3	-22	8	3	-3	0	-4	-11	18
COc1cc2c(c(OCC(=O)NC(C)C)c1)C(=O)O[C@@H](C)CCCC(=O)CCCCC2	-1	-0.1	16	-2	-2	-2	5	32	11	-4	28
CC(C)[N+](C)(CCOC(=O)C1c2ccccc2Oc2ccccc21)C(C)C	2	-3.8	17	1	-5	-1	15	-22	0	-4	-7
O=C(CCCCCNc1nc(=S)[nH]c2ccccc12)NCCC1=CCCCC1	5	0.1	21	-9	-26	0	15	4	20	-2	-1
O=C1Nc2ccc(Br)cc2C12NNc1ccccc1O2 (centres undefined)	1	0.9	-26	1	-51	-9	-17	67*	16	-210	-17
